Arr AP2 block = blocks beta-arrestin peptide binding to AP2 adaptin | FITC-arrestin peptide / GST-AP2 beads, flow cytometry; AP2 beta2 appendage carries R879A mutation | hit rate 0.31% among 340,000 | inhibition, % at 10 µM | AID 504490;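 active = inhibition above a set limit, near 3 SD of compounds lacking own fluorescence, cut at about 54% in these data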;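 note: plate controls were DMSO wells for no effect and 5 µM unlabelled arrestin peptide for full effect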
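System: GST-AP2 R879A glutathione beads | Also added: FITC-arrestin peptide, 50 nM | Times: 12 min plus 1 h, RT | Signal: Bead flow cytometry, FITC channel | Buffer or medium: PBS with 0.05% Tween 20 and 0.1% BSA | Read-out basis: Percent drop in bead-associated FITC signal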
Keap1 Nrf2 FP = Keap1-Nrf2 (human) interaction inhibition | Q14145 | inhibition, % at 9.4 µM | Keap1 Kelch-Nrf2 peptide fluorescence polarization, 1536-well | AID 504523 | hit rate 0.15% among 340,000; in the data active = inhibition above about 12%;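 note: human Keap1 Kelch domain with fluorescein labeled Nrf2 9mer peptide probe; 0% = neutral control wells and 100% = peptide positive control; higher means more block of Keap1 binding to Nrf2 peptide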
C-LANA FP = inhibitors of KSHV LANA C-terminal domain DNA binding; hit rate 0.078% among 340,000; MBP-C-LANA/FAM-LBS DNA binding, fluorescence polarization; inhibition, % at 9 µM; AID 504423;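 active = highest replicate inhibition at or above 60% at 9 µM, even if other replicates fall short; inactive = all replicates below 60% inhibition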;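 note: 0% = neutral control wells and 100% = 4 µM acridine orange control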
V-ATPase pH = alters yeast V-ATPase proton transport. S. cerevisiae, pHLuorin cytosolic pH fluorescence. response, % at 10 µM. hit rate 0.37% among 350,000; in the data active = response mostly above about 7.3%, no sharp cut-off; inactive = mostly below about 5.4%; note: actives read high; inactives centre near 0; some compounds called inactive have numbers as strong as hits; reference of the scale not given here
MOR-DOR inv ag = inverse agonist of human OPRM1-OPRD1 heterodimerization | P35372+P41143 | cell-based MOR-DOR heterodimer luminescence, inverse agonism | inhibition, % at 9.3 µM | hit rate 0.21% among 340,000 | AID 504357; in the data active = inhibition above about 22%, passing the limit was not always enough;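 note: 0% = cells with DMSO and 100% = wells without cells with DMSO; values of inactives mirror those of a sister screen read the other way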
Pemphigus Ab inh = inhibitors of pemphigus antibody binding to human desmoglein-3. P32926. DSG3-coupled beads, scFv-anti-DSG3-GFP binding, flow cytometry; stronger effect = lower value. binding (percent of control), % at 10 µM. hit rate 0.48% among 310,000. AID 588358;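 active = binding more than 3 SD below its plate's average and above zero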; note: some compounds called inactive have numbers as strong as hits
Target sequence (P32926 whole entry, looked up): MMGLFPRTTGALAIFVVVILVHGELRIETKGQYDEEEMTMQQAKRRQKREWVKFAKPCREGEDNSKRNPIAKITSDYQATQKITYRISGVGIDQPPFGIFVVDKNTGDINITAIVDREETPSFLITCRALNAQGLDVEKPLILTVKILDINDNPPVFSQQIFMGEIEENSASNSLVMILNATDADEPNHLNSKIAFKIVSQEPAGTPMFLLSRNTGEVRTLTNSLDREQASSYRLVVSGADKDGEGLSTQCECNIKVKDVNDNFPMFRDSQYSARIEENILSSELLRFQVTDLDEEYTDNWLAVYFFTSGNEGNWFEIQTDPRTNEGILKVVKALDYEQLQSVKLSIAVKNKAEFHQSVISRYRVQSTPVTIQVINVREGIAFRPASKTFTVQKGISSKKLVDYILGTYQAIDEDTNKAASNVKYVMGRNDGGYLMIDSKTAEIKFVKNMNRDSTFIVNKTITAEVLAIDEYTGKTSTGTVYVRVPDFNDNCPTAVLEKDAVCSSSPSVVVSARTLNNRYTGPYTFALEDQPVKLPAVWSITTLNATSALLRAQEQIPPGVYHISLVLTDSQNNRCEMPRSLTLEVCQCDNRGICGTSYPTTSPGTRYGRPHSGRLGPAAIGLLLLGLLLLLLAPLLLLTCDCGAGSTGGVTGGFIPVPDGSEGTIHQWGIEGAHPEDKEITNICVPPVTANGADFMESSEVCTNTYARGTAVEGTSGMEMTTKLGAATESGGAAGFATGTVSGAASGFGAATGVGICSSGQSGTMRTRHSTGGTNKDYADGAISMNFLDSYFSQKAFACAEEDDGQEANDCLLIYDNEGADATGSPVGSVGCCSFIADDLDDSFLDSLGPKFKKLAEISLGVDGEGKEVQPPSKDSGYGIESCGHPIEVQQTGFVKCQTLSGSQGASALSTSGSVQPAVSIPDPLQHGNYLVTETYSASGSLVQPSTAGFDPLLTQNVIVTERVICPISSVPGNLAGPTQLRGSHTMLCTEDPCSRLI
RTF Ca sens act = increases calcium sensitivity of human cardiac regulated thin filaments; P19429+P45379; IANBD-labeled TnC RTF fluorescence at EC20 calcium; 0% EC20 calcium, 100% full calcium; activation, % at 7.2 µM; hit rate 0.24% among 340,000; AID 493008;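 active = activation above the mean over all tested compounds plus 3 SD, cut at about 30% in these data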;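 note: rise in fluorescence read as greater calcium sensitivity of cardiac thin filaments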
Cardiac RTF inh = cardiac RTF calcium desensitization; P19429+P45379; hit rate 0.12% among 340,000; IANBD-labeled cardiac RTF, Ca2+ fluorescence; inhibition, % at 7.15 µM;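 active = inhibition above the mean inhibition of all tested compounds plus 3 SD, cut at about 17% in these data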;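 note: assay run at fixed EC70 calcium of 1.6 mM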
Wnt act = activates Wnt/beta-catenin signaling in a reporter cell assay; activation, % at 9.35 µM; hit rate 1.2% among 300,000; activator, plate reader; in the data active = activation above about 30%, passing the limit was not always enough;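 note: 0% = neutral control wells and 100% = positive control wells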
OPRM1-OPRD1 ag = agonists of human mu-delta opioid receptor heterodimerization; hit rate 0.3% among 340,000; cells, OPRM1-OPRD1 heterodimerization, luminescence; AID 504326; P35372+P41143; activation, % at 9.3 µM; in the data active = activation above about 18%;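 note: 0% = vehicle-treated cells and 100% = reference agonist; values of inactives mirror those of a sister screen read the other way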
Numbers without * were called inactive; · = not tested or not shown.

| smiles | Arr AP2 block | Keap1 Nrf2 FP | C-LANA FP | V-ATPase pH | MOR-DOR inv ag | Pemphigus Ab inh | RTF Ca sens act | Cardiac RTF inh | Wnt act | OPRM1-OPRD1 ag |
| --- | --- | --- | --- | --- | --- | --- | --- | --- | --- | --- |
| CCCNC(=O)c1onc(CSc2ccc(F)cc2)c1C(=O)NCCC | 25 | -3 | -2.2 | -2 | -14 | 99 | 1 | -4 | 7 | 2.2 |
| O=C1NCCN(Cc2ccoc2)C1CC(=O)N(Cc1ccccc1)CC1CCC1 (stereo not drawn) | 4 | 0 | -0.6 | 4 | 12 | 102 | 2 | -6 | 3 | -2.4 |
| O=C(c1noc2c1CCCC2)N1CCCCC1 | -16 | -2 | 0.0 | 2 | 16 | 92 | 2 | -3 | 0 | -3.2 |
| Cc1noc(NS(=O)(=O)c2ccc(NC(=O)c3ccc(N(C)C)cc3)cc2)c1C | -6 | 1 | 1.3 | 1 | 1 | 107 | -2 | -6 | 0 | -0.3 |
| CC1CCN=C(N)S1 (stereo not drawn) | 1 | 0 | 1.8 | -1 | 9 | 113 | 2 | 1 | 2 | -1.6 |
| COc1ccc(NC(=O)Nc2cccc(Cl)c2Cl)c(OC)n1 | 13 | 4 | 0.4 | -1 | -46 | 105 | -3 | 0 | 6 | 8.8 |
| Cc1cc(N2CCCCC2)nc2ccc(NC(=O)c3ccc(Br)o3)cc12 | 2 | 0 | 2.8 | -3 | -3 | 109 | -2 | 5 | · | 0.6 |
| CCCCNC(=O)c1c(O)c2cccc3c2n(c1=O)CCC3 | 5 | -5 | -0.6 | 0 | 6 | 118 | -2 | 8 | · | -1.0 |
| CCOC(=O)c1c(N)sc2c(OCC)c(Br)ccc12 | -6 | -1 | 0.1 | 2 | -34 | 104 | -1 | -2 | 1 | 5.8 |
| C/C(=N\NC(=S)NCCc1ccccc1)c1ccc(O)cc1O | -7 | -3 | 0.4 | -2 | -32 | 102 | -3 | 6 | -4 | 4.0 |
| Cc1cccc(S(=O)(=O)N2CCCc3ccccc32)c1 | -9 | -1 | -0.1 | 4 | -23 | 90 | 0 | -2 | 2 | 4.0 |
| CCC(=O)Nc1cccc(NC(=O)c2cc3ccccc3o2)c1 | -6 | 1 | 0.2 | -2 | 9 | 104 | 0 | -2 | -3 | -2.2 |
| CCCCNC(=O)c1c(C)cc(=O)oc1C | 2 | -3 | 2.2 | 0 | 13 | 103 | 1 | -10 | · | -2.5 |
| CCOc1ccc(NC(=O)COC(=O)c2n[nH]c3ccccc23)cc1 | -21 | -3 | -0.1 | -1 | -4 | · | 5 | -28 | 1 | 0.8 |
| CCc1nnc(NC(=O)c2ccc(S(=O)(=O)N(CCOC)CCOC)cc2)s1 | 5 | -6 | -0.2 | 0 | 4 | 117 | 10 | -5 | 1 | -0.8 |
| Cc1ccc2c(c1)N(CC(=O)N1CCCCC1)C(=O)CO2 | 18 | -3 | 0.3 | -1 | 12 | 105 | -3 | -4 | 1 | -2.2 |
| Cn1c(SCC(=O)N2c3ccccc3CCc3ccccc32)nnc1-c1ccc(O)cc1 | 4 | -3 | 0.0 | 0 | -11 | 102 | 2 | 2 | 0 | 1.9 |
| Cc1ccc(C(=O)c2c(NC(=O)c3ccncc3)sc3c2CCCC3)cc1 | 28 | 0 | 0.1 | -1 | 0 | 98 | -1 | -2 | 38* | -0.1 |
| COc1cccc(/C=C2/SC(=O)N(CC(=O)N3CCc4ccccc4C3)C2=O)c1OCC(=O)O | -4 | -4 | -1.1 | 2 | 1 | · | 3 | -3 | -2 | -0.2 |
| O=C(O)c1ccc(COc2ccc3c4c(c(=O)oc3c2)CCC4)o1 | -1 | -6 | 2.5 | -2 | 10 | 79 | 5 | 1 | 1 | -1.9 |
| COc1ccc(C(=O)N2CCN(C)C(=O)[C@@H]2C)cc1OC1CCN(C(C)C)CC1 | -2 | -3 | 2.0 | 0 | 5 | 106 | 1 | -6 | -1 | -0.9 |
| CCOC(=O)C(CC(C)C)CP(=O)(O)CNC(=O)OCc1ccccc1 (stereo not drawn) | -6 | -3 | 4.7 | 1 | 1 | 101 | 3 | 1 | · | -0.3 |
| CC(C)C[C@H](NC(=O)c1cc2cc(Cl)ccc2n1C)C(=O)N1CCC(C(=O)O)CC1 | 18 | -4 | 1.2 | -4 | 16 | 104 | -5 | 1 | -2 | -3.6 |
| CCCCn1c(N)c(N(C)C(=O)c2cc3c(s2)CCCCC3)c(=O)[nH]c1=O | 21 | 1 | -1.1 | 1 | 11 | · | 1 | 8 | 0 | -2.6 |

An excerpt of the results above, for reference:
| smiles | Arr AP2 block | Keap1 Nrf2 FP | C-LANA FP | V-ATPase pH | MOR-DOR inv ag | Pemphigus Ab inh | RTF Ca sens act | Cardiac RTF inh | Wnt act | OPRM1-OPRD1 ag |
| --- | --- | --- | --- | --- | --- | --- | --- | --- | --- | --- |
| O=C(c1noc2c1CCCC2)N1CCCCC1 | -16 | -2 | 0.0 | 2 | 16 | 92 | 2 | -3 | 0 | -3.2 |
| Cc1noc(NS(=O)(=O)c2ccc(NC(=O)c3ccc(N(C)C)cc3)cc2)c1C | -6 | 1 | 1.3 | 1 | 1 | 107 | -2 | -6 | 0 | -0.3 |
| CC1CCN=C(N)S1 (stereo not drawn) | 1 | 0 | 1.8 | -1 | 9 | 113 | 2 | 1 | 2 | -1.6 |
| COc1ccc(NC(=O)Nc2cccc(Cl)c2Cl)c(OC)n1 | 13 | 4 | 0.4 | -1 | -46 | 105 | -3 | 0 | 6 | 8.8 |
| Cc1cc(N2CCCCC2)nc2ccc(NC(=O)c3ccc(Br)o3)cc12 | 2 | 0 | 2.8 | -3 | -3 | 109 | -2 | 5 | · | 0.6 |
| CCCCNC(=O)c1c(O)c2cccc3c2n(c1=O)CCC3 | 5 | -5 | -0.6 | 0 | 6 | 118 | -2 | 8 | · | -1.0 |
| CCOC(=O)c1c(N)sc2c(OCC)c(Br)ccc12 | -6 | -1 | 0.1 | 2 | -34 | 104 | -1 | -2 | 1 | 5.8 |
| C/C(=N\NC(=S)NCCc1ccccc1)c1ccc(O)cc1O | -7 | -3 | 0.4 | -2 | -32 | 102 | -3 | 6 | -4 | 4.0 |
| Cc1cccc(S(=O)(=O)N2CCCc3ccccc32)c1 | -9 | -1 | -0.1 | 4 | -23 | 90 | 0 | -2 | 2 | 4.0 |
| CCC(=O)Nc1cccc(NC(=O)c2cc3ccccc3o2)c1 | -6 | 1 | 0.2 | -2 | 9 | 104 | 0 | -2 | -3 | -2.2 |
| CCCCNC(=O)c1c(C)cc(=O)oc1C | 2 | -3 | 2.2 | 0 | 13 | 103 | 1 | -10 | · | -2.5 |

Following part
| smiles | Arr AP2 block | Keap1 Nrf2 FP | C-LANA FP | V-ATPase pH | MOR-DOR inv ag | Pemphigus Ab inh | RTF Ca sens act | Cardiac RTF inh | Wnt act | OPRM1-OPRD1 ag |
| --- | --- | --- | --- | --- | --- | --- | --- | --- | --- | --- |
| COc1cc(=O)[nH]c(SC(C)C(=O)Nc2nc3c(s2)CCCC3)n1 (stereo not drawn) | -4 | -7 | -0.6 | 2 | 0 | 89 | -1 | -15 | 9 | 0.1 |
| c1ccc(-c2ncc(CN3CCN(c4ccccn4)CC3)[nH]2)cc1 | 2 | 0 | -0.6 | 4 | 12 | 119 | 0 | -10 | -4 | -2.5 |
| COc1cccc(N(Cc2nnc3n2CCCCC3)C(=O)Nc2ccccc2)c1 | -48 | -4 | 0.3 | 2 | 17 | 99 | 1 | 6 | -2 | -3.3 |
| Cc1oc(-c2ccc(Cl)cc2)nc1CS(=O)CC(=O)NCc1ccc2c(c1)OCO2 (stereo not drawn) | 7 | -3 | 1.1 | -1 | -1 | 100 | 1 | -4 | 1 | 0.2 |
| CCn1c(=O)c2c(nc(SCC(=O)Nc3ccccc3)n2C)n(C)c1=O | -6 | 2 | -0.3 | -4 | 20 | 97 | -4 | -6 | 2 | -3.7 |
| CCCn1nnnc1NC(=O)c1cccs1 | -6 | -6 | -1.0 | 3 | 10 | 100 | -2 | 8 | · | -2.0 |
| Cc1oc(-c2ccc(Cl)cc2)nc1CS(=O)CC(=O)NC(C)c1ccccc1 (stereo not drawn) | -4 | -6 | -1.0 | 6 | 11 | 103 | 1 | -5 | -1 | -2.2 |
| O=[N+]([O-])c1ccc(N2CCCCC2)nc1N1CCCCC1 | 5 | -4 | -1.0 | 4 | -8 | 97 | 4 | -5 | -2 | 1.6 |
| COc1ccccc1CCNC(=O)CNC(=O)c1ccc2ccccc2c1 | 7 | -2 | -1.2 | 4 | -13 | 102 | -2 | -6 | 4 | 1.6 |
| Cc1ccc(C(OC(=O)c2ccco2)C(=O)NC2CCCC2)cc1 (stereo not drawn) | 9 | -1 | 1.3 | 3 | 1 | · | -2 | -22 | -2 | -0.2 |
| CCCn1c(N)c(C(=O)CN(C)CC(=O)Nc2cccc(F)c2)c(=O)[nH]c1=O | 9 | -3 | 0.8 | 0 | 10 | 103 | -3 | -4 | -1 | -2.7 |
| CCc1ccc(-c2cn3c(n2)SCC3)cc1 | -2 | -9 | 0.4 | -1 | 21 | 106 | 0 | -9 | 14 | -4.4 |
| COC(=O)c1ccc(/C=N/N2C(C)CCCC2C)cc1 (stereo not drawn) | 13 | 3 | 0.2 | -3 | -3 | 101 | 5 | -6 | 14 | 0.7 |
| N#Cc1cc2c(nc1SCC(=O)O)CCCCC2 | 21 | -4 | 1.1 | 0 | 7 | 95 | -2 | -1 | -1 | -1.4 |
| CC1CN(C(=O)CCS(=O)(=O)c2ccccc2)CC(C)O1 (stereo not drawn) | 10 | -6 | 0.5 | -3 | 8 | 97 | 0 | -5 | -1 | -1.5 |
| COc1ccc(CCN2C(=O)NC(NC(=O)CC(C)C)(C(F)(F)F)C2=O)cc1OC (stereo not drawn) | -9 | 0 | 0.1 | 2 | 13 | 129 | -1 | -3 | 2 | -2.4 |
| COc1cccc(CNC(=O)CN2C(=O)COc3ccc(S(=O)(=O)N4CCCCCC4)cc32)c1 | 16 | -1 | -0.8 | 2 | 8 | 101 | -2 | -5 | -3 | -1.6 |
| O=C(CCN1CCN(c2ccccc2F)CC1)Nc1ccccc1F | 24 | 0 | -1.0 | -2 | 13 | · | -3 | 4 | 1 | -3.0 |
| COc1ccccc1NC(=O)N1CCCC1C(=O)NC12CC3CC(CC(C3)C1)C2 (stereo not drawn) | -5 | 1 | 0.3 | 6 | 17 | · | -7 | -9 | · | -2.8 |
| COc1ccc([N+](=O)[O-])cc1NC(=O)c1cncc(Br)c1 | -13 | -1 | 1.7 | · | 6 | 139 | -4 | -14 | -7 | -0.9 |
